# KKLEB tox: reduces viability of KKLEB cystic fibrosis airway cells; KKLEB CF airway cells viability, ATPlite luminescence, overnight; stronger effect = lower value; cells stimulated with P. aeruginosa culture filtrate; activity change (cytotoxicity), % at 5 µM; hit rate 0.36% among 360,000; AID 602141;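 active = corrected activity change at or below -50% at 5 µM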
# TWEAK Fn14 block: inhibitors of TWEAK-Fn14 interaction signaling; AID 1159606; hit rate 2% among 360,000; inhibition, % at 10 µM; TWEAK-stimulated Fn14 reporter cells, luciferase luminescence, 8 h; in the data active = inhibition above about 50%
# NR5A2 inv ag: suppresses constitutive activity of human LRH-1 | O00482 | HEK293T StAR-luciferase reporter, LRH-1 transfected, 24 h | inhibition, % at 3.6 µM | hit rate 0.13% among 360,000 | AID 602396;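 active = inhibition above the mean inhibition of all tested compounds plus 3 SD, cut at about 73% in these data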;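 also: 0% = DMSO wells and 100% = reporter-only cells lacking LRH-1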
# Target sequence (O00482 whole entry, looked up): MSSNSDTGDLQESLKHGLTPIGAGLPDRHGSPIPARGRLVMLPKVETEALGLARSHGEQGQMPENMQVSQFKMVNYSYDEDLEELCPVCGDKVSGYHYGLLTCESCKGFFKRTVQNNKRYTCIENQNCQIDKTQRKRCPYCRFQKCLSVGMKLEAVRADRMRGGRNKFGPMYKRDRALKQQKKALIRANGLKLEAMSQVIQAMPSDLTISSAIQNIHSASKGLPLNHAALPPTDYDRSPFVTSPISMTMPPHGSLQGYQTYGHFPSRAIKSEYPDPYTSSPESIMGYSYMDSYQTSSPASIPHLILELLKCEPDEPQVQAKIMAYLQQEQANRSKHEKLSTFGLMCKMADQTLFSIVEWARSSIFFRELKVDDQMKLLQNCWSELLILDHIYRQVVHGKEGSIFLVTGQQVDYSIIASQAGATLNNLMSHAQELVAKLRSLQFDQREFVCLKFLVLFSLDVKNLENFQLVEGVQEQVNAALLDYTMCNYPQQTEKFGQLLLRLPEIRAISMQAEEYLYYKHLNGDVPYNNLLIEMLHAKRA
# EBV LMP1 NFkB: Epstein-Barr LMP1 NF-kappaB reporter inhibition. LMP1-induced NF-kappaB luciferase reporter cells, luminescence. hit rate 0.69% among 350,000. inhibition, % at 12.5 µM; in the data active = inhibition above about 41%;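 also: 0% = neutral control wells and 100% = reference inhibitor control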
# TRAIL sens C8: caspase-8 TRAIL sensitization. hit rate 1% among 360,000. NB7+C8 cells + TRAIL, ATPlite viability luminescence. inhibition (viability loss, TRAIL sensitization), % at 10 µM. AID 624354;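 active = compounds causing at least 50% loss of cell viability in the single-dose screen, relative to plate controls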
# NCOA3 inh: human NCOA3 inhibition | HEK293 GAL4-SRC3 luciferase reporter, luminescence | inhibition, % at 3.6 µM | hit rate 0.17% among 360,000 | AID 588352;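 active = inhibition above a per-campaign cutoff, the mean of all compounds plus 3 SD, cut at about 60% in these data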;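 also: 0% = DMSO-treated cells and 100% = gossypol-treated cells at 36 µM; higher means less SRC3-driven luciferase light from the GAL4 reporter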
# NCOA2 inhibitor: inhibits human steroid receptor coactivator 2 | HEK293 GAL4-SRC2 luciferase reporter, luminescence | AID 651957 | hit rate 0.17% among 370,000 | inhibition, % at 9 µM | Q15596;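 active = inhibition above the mean inhibition of all tested compounds plus 3 SD, set per campaign, cut at about 52% in these data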;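 also: 0% = DMSO treated cells and 100% = cells given Gossypol at 36 µM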
# TROY signal inh: inhibitors of TROY-dependent NF-kB signaling | Q293 LMP1-TROYcd NF-kB luciferase reporter, 4 h | inhibition, % at 10 µM | hit rate 0.98% among 360,000;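 active = compounds whose plate-normalised and pattern-corrected inhibition of the luciferase reporter signal at the single screening dose is 50% or more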
# CF NFkB block: blocks PAF-induced NF-kB reporter in cystic fibrosis cells. hit rate 0.86% among 360,000. AID 588850. KKLEB NF-kB-GFP reporter, GFP fluorescence overnight. inhibition, % at 5 µM;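 active = at least 50% inhibition at 5 µM, scaled per plate between neutral and stimulator controls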;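 also: PAF is a Pseudomonas aeruginosa culture filtrate used as stimulus; plate controls were PAF-stimulated DMSO wells for no effect and unstimulated DMSO wells for full effect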
# NR2F2 inh: blocks human COUP-TFII nuclear receptor. hit rate 0.7% among 370,000. inhibition, % at 8.6 µM. HEK293T NGFI-A luciferase reporter, luminescence. P24468;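 active = inhibition above a per-plate cutoff, mean inhibition of test wells between control levels plus 3 SD, cut at about 38% in these data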;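 also: cells cotransfected with COUP-TFII expression vector driving the NGFI-A reporter; 0% = median of COUP-TF2 test wells and 100% = reporter-only cells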
# Target sequence (P24468 whole entry, looked up): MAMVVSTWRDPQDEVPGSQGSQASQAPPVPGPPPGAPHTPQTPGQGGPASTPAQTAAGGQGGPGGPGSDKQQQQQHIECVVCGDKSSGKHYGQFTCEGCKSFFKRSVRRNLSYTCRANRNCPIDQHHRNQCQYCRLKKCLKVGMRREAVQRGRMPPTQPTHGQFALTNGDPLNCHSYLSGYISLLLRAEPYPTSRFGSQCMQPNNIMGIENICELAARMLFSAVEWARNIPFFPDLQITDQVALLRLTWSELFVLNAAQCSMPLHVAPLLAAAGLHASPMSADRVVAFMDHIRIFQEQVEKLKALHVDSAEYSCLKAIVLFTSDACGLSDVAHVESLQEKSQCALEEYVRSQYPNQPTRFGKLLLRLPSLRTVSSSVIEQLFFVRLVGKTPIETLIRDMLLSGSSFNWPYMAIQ
# SRC1 inh: inhibitors of human steroid receptor coactivator 1 (SRC1) | Q15788 | HEK293 GAL4-SRC1 luciferase reporter, luminescence | inhibition, % at 3.6 µM | hit rate 0.12% among 360,000 | AID 588354;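 active = inhibition above the campaign mean plus 3 SD, with each screening campaign given its own cutoff, cut at about 60% in these data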;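 also: 0% = DMSO treated cells and 100% = gossypol at 36 µM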
# * = called active by the depositor; · = no result given. Outcome played no part in choosing rows. Share with any hit: about 4.2%.
SMILES,KKLEB tox,TWEAK Fn14 block,NR5A2 inv ag,EBV LMP1 NFkB,TRAIL sens C8,NCOA3 inh,NCOA2 inhibitor,TROY signal inh,CF NFkB block,NR2F2 inh,SRC1 inh
CCOc1ccc(OCCC(=O)OC(C)C(=O)Nc2ccc(C(C)=O)cc2)cc1 (centres undefined),-1,-14,7,-12,-8,8,18,-9,-24,17,-4
N#Cc1c(NC(=O)C2CCCO2)sc2c1CCCCCC2 (centres undefined),6,-35,-12,-8,-1,-19,9,-55,-16,-17,-23
COc1ccc(-c2oc3c(c2C#CC(C)(C)O)C(OCCO)CC3)cc1 (centres undefined),·,12,1,·,8,·,11,6,·,-15,·
CCc1cccc(C)c1NC(=S)NCc1ccccc1,-7,-4,-1,0,11,11,-25,8,13,4,-7
CC(=O)Nc1ccc(NC(=S)Nc2ccccc2)cc1,6,-14,13,0,-7,11,-7,-15,-1,0,-5
CC(=O)Nc1sc2c(c1C(c1cccs1)N1CCOCC1)CCCC2 (centres undefined),-10,22,-3,-4,4,8,12,21,8,-4,-3
O=c1[nH]c(=O)n(C2C[C@H](O)[C@@H](CO)O2)cc1C(F)(F)F (some centres undefined),-3,-5,-29,35,2,73*,-6,-3,-1,-19,75*
Cc1c(N2C(=O)/C(=C\c3ccccc3O)SC2=S)c(=O)n(-c2ccccc2)n1C,14,21,-5,-2,-17,6,11,-4,-15,-18,-9
COc1ccc(-c2c(C)sc(NC(=O)c3ccnn3C)c2C#N)cc1,-12,-12,2,14,15,22,-3,1,18,6,-3
O=C(CN1CCOc2ccccc21)NCc1ccc(F)cc1,1,-7,26,-4,-1,9,25,5,-23,12,10
COc1ccccc1CN1C[C@@H]2C[C@@H](c3cccc(O)c3)N3CCC[C@@]23C1=O,0,15,10,-4,5,2,-19,27,-19,9,6
CCn1c(Cc2ccccc2)nnc1SCC(=O)NC(C)(C)C,1,5,-16,-9,-8,16,·,25,-5,·,-3
COC(=O)C(CC(C)C)NC(=O)CSc1nc(-c2ccccc2)c(C#N)c(=O)[nH]1 (centres undefined),6,13,3,3,-12,7,7,-8,0,5,5
O=C(CCS(=O)(=O)c1ccccc1)N1CCN(c2cccc(C(F)(F)F)c2)CC1,-1,-14,-4,5,24,-18,-2,22,9,6,-35
Nc1nnc(SCCCOc2ccc(F)cc2)s1,-5,-2,-15,-11,-14,2,-26,-37,6,-9,-12
O=C(CCN1C(=O)/C(=C\c2cccc(Br)c2)SC1=S)NCCCN1CCOCC1,2,16,-30,5,36,5,-8,5,8,-10,-3
Cc1cc(C)c(S(=O)(=O)N2CCN(CCO)CC2)c(C)c1,0,5,-26,-3,4,-4,8,0,13,5,19
Nc1nc(SCc2ccccc2)[nH]c(=O)c1-c1ccccc1,-4,-20,-87,-11,1,-66,-50,-42,8,-46,-91
O=C(N/N=C/C=C/c1ccccc1)C(O)c1ccccc1 (centres undefined),14,-29,-2,-12,-6,-10,0,13,0,-16,-16
O=c1[nH]c2ccccc2nc1/C=C(\O)C(F)F,-9,0,-24,4,-2,6,2,-3,-5,0,-11

# An excerpt from above, showing only CF NFkB block and TROY signal inh.
structure,CF NFkB block,TROY signal inh
COc1ccc(-c2oc3c(c2C#CC(C)(C)O)C(OCCO)CC3)cc1 (centres undefined),·,6
O=c1[nH]c(=O)n(C2C[C@H](O)[C@@H](CO)O2)cc1C(F)(F)F (some centres undefined),-1,-3

# Later entries.
SMILES,KKLEB tox,TWEAK Fn14 block,NR5A2 inv ag,EBV LMP1 NFkB,TRAIL sens C8,NCOA3 inh,NCOA2 inhibitor,TROY signal inh,CF NFkB block,NR2F2 inh,SRC1 inh
Cc1nn(-c2ccccc2)c(Cl)c1/C=N/Nc1nc2ccccc2[nH]1,-37,0,-176,-38,35,-93,-69,5,-15,-54,-85
CC(=O)N1CCN(C(c2ccccc2)c2nnnn2C(C)(C)C)CC1 (centres undefined),·,6,-23,·,3,·,-3,15,·,0,·
CC1=CC2=NC(=O)/C(=C\c3cccn3CCOc3cc(C)cc(C)c3)C(=N)N2O1,16,7,17,4,3,-11,-8,-2,-16,2,-2
Cc1ccc(C2CC(=O)C=C(Nc3ccc(Cl)cc3)C2)cc1 (centres undefined),2,10,-25,3,-17,-9,17,-10,22,11,-9
CCN(CC)S(=O)(=O)c1cccc(NC(=O)COc2ncnc3sccc23)c1,-2,1,-5,-15,-13,15,19,-8,-13,14,-8
CN1C[C@@H]2[C@@H]3C(=O)N(C)C(=O)[C@@H]3[C@](C)(C1=O)N2C(=O)c1ccc(Cl)cc1,20,-17,2,0,-11,-1,-8,16,-30,3,-12
COCCCNC(=S)N1CCC(C(=O)c2ccc(Cl)cc2)CC1,-6,16,16,-3,1,2,-13,12,-2,27,3
CCN1CCN(c2ccc(NC(=O)c3ccc(F)cc3)cc2Cl)CC1,8,0,-22,-8,11,2,-16,-38,-21,4,-6
COc1ccc(OCCOC(=O)Nc2ccccc2)cc1,-7,8,-1,6,6,1,-12,-6,-3,-2,6
CCN(CC)S(=O)(=O)c1ccc(/C=C/C(=O)OCC(=O)Nc2cccnc2Cl)cc1,-11,14,0,5,5,6,-14,0,4,-3,0
COc1cc(-c2nc3cnccc3n2C)cc(OC)c1OC,-6,1,-9,-4,-13,-11,-7,19,15,10,5
C=CCn1c(-c2cnn(-c3ccccc3)c2N)n[nH]c1=S,1,7,-9,9,-1,-8,-7,-6,11,-16,-1
O=C(O)CC1S/C(=N/N=C/c2ccc(-c3ccc(Cl)cc3[N+](=O)[O-])o2)NC1=O (centres undefined),-1,5,12,-6,0,5,-19,-20,-8,9,-14
O=C(O)CC(c1ccc(OC2CCCC2)cc1)N1C(=O)c2ccccc2C1=O (centres undefined),6,12,0,-4,2,-4,-3,-6,-9,1,-14
COc1ccc(OC)c(C(=O)NC(CC(N)=O)c2ccc(NCC3CC3)c([N+](=O)[O-])c2)c1 (centres undefined),-17,-25,2,4,1,-4,8,-18,4,10,-6
O=C(Cn1cc2c(n1)CCCC2)NCCc1ccccc1,-6,-11,-6,23,-10,9,-23,-15,12,-5,-13
c1ccc(Cn2nnc3c(NCC4CCCO4)ncnc32)cc1 (centres undefined),-5,-17,-11,-1,8,2,-9,-9,6,1,9
Cn1c(=O)c2c(nc(CN3CCOCC3)n2Cc2ccccc2)n(C)c1=O,4,0,-1,11,-7,10,-2,4,8,-1,3
CCCc1cc(N2CCCC(C(=O)Nc3cc(Cl)ccc3OC)C2)n2ncnc2n1 (centres undefined),8,0,-2,1,-2,-19,7,8,-14,-8,-10
CC(O)(Cc1ccccn1)Cc1ccccn1,-1,18,8,0,12,3,-2,-14,-3,14,-11

# A stretch from the list above, for reference:
SMILES,KKLEB tox,TWEAK Fn14 block,NR5A2 inv ag,EBV LMP1 NFkB,TRAIL sens C8,NCOA3 inh,NCOA2 inhibitor,TROY signal inh,CF NFkB block,NR2F2 inh,SRC1 inh
CC(=O)N1CCN(C(c2ccccc2)c2nnnn2C(C)(C)C)CC1 (centres undefined),·,6,-23,·,3,·,-3,15,·,0,·
CC1=CC2=NC(=O)/C(=C\c3cccn3CCOc3cc(C)cc(C)c3)C(=N)N2O1,16,7,17,4,3,-11,-8,-2,-16,2,-2
Cc1ccc(C2CC(=O)C=C(Nc3ccc(Cl)cc3)C2)cc1 (centres undefined),2,10,-25,3,-17,-9,17,-10,22,11,-9
CCN(CC)S(=O)(=O)c1cccc(NC(=O)COc2ncnc3sccc23)c1,-2,1,-5,-15,-13,15,19,-8,-13,14,-8
CN1C[C@@H]2[C@@H]3C(=O)N(C)C(=O)[C@@H]3[C@](C)(C1=O)N2C(=O)c1ccc(Cl)cc1,20,-17,2,0,-11,-1,-8,16,-30,3,-12
COCCCNC(=S)N1CCC(C(=O)c2ccc(Cl)cc2)CC1,-6,16,16,-3,1,2,-13,12,-2,27,3
CCN1CCN(c2ccc(NC(=O)c3ccc(F)cc3)cc2Cl)CC1,8,0,-22,-8,11,2,-16,-38,-21,4,-6
COc1ccc(OCCOC(=O)Nc2ccccc2)cc1,-7,8,-1,6,6,1,-12,-6,-3,-2,6
CCN(CC)S(=O)(=O)c1ccc(/C=C/C(=O)OCC(=O)Nc2cccnc2Cl)cc1,-11,14,0,5,5,6,-14,0,4,-3,0
COc1cc(-c2nc3cnccc3n2C)cc(OC)c1OC,-6,1,-9,-4,-13,-11,-7,19,15,10,5
C=CCn1c(-c2cnn(-c3ccccc3)c2N)n[nH]c1=S,1,7,-9,9,-1,-8,-7,-6,11,-16,-1
O=C(O)CC1S/C(=N/N=C/c2ccc(-c3ccc(Cl)cc3[N+](=O)[O-])o2)NC1=O (centres undefined),-1,5,12,-6,0,5,-19,-20,-8,9,-14
O=C(O)CC(c1ccc(OC2CCCC2)cc1)N1C(=O)c2ccccc2C1=O (centres undefined),6,12,0,-4,2,-4,-3,-6,-9,1,-14
COc1ccc(OC)c(C(=O)NC(CC(N)=O)c2ccc(NCC3CC3)c([N+](=O)[O-])c2)c1 (centres undefined),-17,-25,2,4,1,-4,8,-18,4,10,-6

# Next records
SMILES,KKLEB tox,TWEAK Fn14 block,NR5A2 inv ag,EBV LMP1 NFkB,TRAIL sens C8,NCOA3 inh,NCOA2 inhibitor,TROY signal inh,CF NFkB block,NR2F2 inh,SRC1 inh
Cc1oc2ccc(O)cc2c1C(=O)c1ccc([N+](=O)[O-])cc1,-10,31,4,9,11,29,26,15,26,19,3
COCCn1c(-c2ccc(OC)cc2)cnc1SCC(=O)Nc1cccc2ccccc12,5,-4,9,1,-19,11,-9,1,0,22,8
O=C1C(Cc2ccc3[nH]ccc3c2)NC(=S)N1c1ccccc1 (centres undefined),9,5,5,1,5,22,-22,-24,-14,3,-20
CCOC(=O)c1c(NC(=O)COC(=O)c2ccc(Cl)nc2)sc(C)c1C,-33,2,-12,-4,-4,8,-24,-8,21,14,-4
CCCCN1C[C@H](c2ccccc2)[C@@H](CC(=O)NC)C1=O,5,-3,2,0,-7,4,-5,0,6,-4,-2
O=C(O)c1cc(N/N=C/C(Cl)=C/c2ccccc2)ccc1Cl,2,8,-283,-10,17,-101,-44,-80,2,-48,-125
Cc1cc(=O)n(C)c2ccccc12,-24,2,7,-4,-10,-3,-28,12,-4,-20,6
COc1ccc(NC(=O)/C(C#N)=C/c2ccc(-c3ccccc3C(=O)O)o2)cc1,3,2,-2,11,28,-5,-27,-2,-12,-7,-4

# Screening results deposited in PubChem BioAssay by several laboratories.
